High-throughput results: PubChem, National Center for Advancing Translational Sciences (NCATS)
NPC1 promoter act: activates the NPC1 promoter. AID 485313. Potency, µM (titrated, usually from 9.22 µM), for inactives: at the top dose activation, most hits filed as activators. 2.4% of 320,000 active. Huh7 NPC1 promoter luciferase reporter, 24 h;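 also: potency is read from the fitted curve at half-maximal effect; % of control where 0% means no effect; nearly all actives have a fitted effect of over 60% in size; reporter is driven by a mutant NPC1 promoter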
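Luciferase expression driven by the NPC1 promoter was measured in stably transfected Huh7 cells after a 24 h compound incubation, using a luciferase reagent and a luminescence read.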
TRPV1 agonist: activates the human vanilloid receptor TRPV1; 0.19% of 320,000 active; Q8NER1; activation, % at 8.33 µM; TRPV1-expressing cells, Fluo-8 calcium influx, agonist mode; in the data active = activation above about 80%; inconclusive = between about 30% and that limit; also: 0% is about no effect
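Cells expressing TRPV1 were dye-loaded with Fluo-8 and read kinetically: 10 s baseline, 3 min after compound (agonist portion), then 2 min after EC20 capsaicin (allosteric enhancer portion). Calcium-bound dye fluorescence at 480/520 nm.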
RORg inh: ROR gamma (mouse) transcription inhibition; P51450; Drosophila S2 Gal4-RORgamma UAS-luciferase reporter, 20 h; Potency, µM (top dose mostly 53.6 µM), inactives show at the top dose activity change, negative = inhibition, usual class: inhibitors; 5.4% of 310,000 active; also: potency is read from the fitted curve at half-maximal effect; % is scaled to controls: 0 for no effect and ±100 for the full control effect; nearly all actives have a fitted effect of over 60% in size
Target sequence (P51450 whole entry, looked up, the tested form may be a part): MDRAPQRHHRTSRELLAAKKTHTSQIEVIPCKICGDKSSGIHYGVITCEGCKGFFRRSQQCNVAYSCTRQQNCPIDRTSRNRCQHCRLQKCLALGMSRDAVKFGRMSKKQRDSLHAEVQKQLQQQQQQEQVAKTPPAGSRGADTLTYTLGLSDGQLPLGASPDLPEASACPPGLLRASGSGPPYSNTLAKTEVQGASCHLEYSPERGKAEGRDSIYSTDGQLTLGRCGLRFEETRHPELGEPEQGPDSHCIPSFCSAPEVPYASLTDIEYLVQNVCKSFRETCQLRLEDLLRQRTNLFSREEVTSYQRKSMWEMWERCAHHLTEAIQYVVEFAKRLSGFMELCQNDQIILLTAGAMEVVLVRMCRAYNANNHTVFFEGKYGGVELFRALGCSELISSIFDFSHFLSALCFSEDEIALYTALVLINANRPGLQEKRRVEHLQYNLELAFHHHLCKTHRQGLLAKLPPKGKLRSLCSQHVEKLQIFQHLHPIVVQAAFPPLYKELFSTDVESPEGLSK
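Compounds are pin-transferred onto Drosophila Schneider cells expressing a copper-inducible Gal4–ROR gamma transactivation domain fusion. After 1 hr, copper sulfate is added to 700 uM final; luciferase is read 20 hr later.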
FLuc counter: counter-screen for miR-21 project: firefly luciferase inhibitors or activators; Potency, µM (doses to about 57.5 µM), for the others: top-dose activity change, negative = inhibition, most hits filed as inhibitors; 6.9% of 360,000 active; purified FLuc, Km substrates, luminescence inhibition;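 also: potency is read from the fitted curve at half-maximal effect; plate controls were vehicle for no effect and reference inhibitor for full effect; nearly all actives have a fitted effect of over 55% in size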
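Purified P. pyralis luciferase, 10 nM final, with Km-level 10 uM D-luciferin and 10 uM ATP in 50 mM Tris acetate pH 7.5, 10 mM Mg acetate, 0.01% Tween-20, 0.05% BSA; 6-point qHTS titration about 60 µM downward; luminescence read.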
Gal4-VP16 FLuc: Gal4-VP16 reporter inhibition counter-screen; Drosophila S2 Gal4-VP16 UAS-luciferase, luminescence, 20 h; AID 2546; Potency, µM (titrated, usually from 53.6 µM), for the others: at the top dose activity, negative = inhibition, most hits filed as inhibitors; 3.5% of 310,000 active;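 also: Gal4-VP16 expression switched on by copper sulfate through the metallothionein promoter; potency is read from the fitted curve at half-maximal effect; % is scaled to controls: 0 for no effect and ±100 for the full control effect; nearly all actives have a fitted effect of over 50% in size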
p53 reactivation: re-activators of mutant p53; AID 504706; H1299 p53-A138V BP100-luciferase reporter, luminescence, 24 h; Potency, µM (titrated, usually from 92.2 µM), inactives show top-dose activity change, positive = activation, most hits filed as activators; 0.063% of 320,000 active; also: potency is read from the fitted curve at half-maximal effect; % of control where 0% means no effect; nearly all actives have a fitted effect of over 45% in size
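p53-null H1299 cells stably carrying temperature-sensitive p53-A138V and a BP100-luciferase reporter were pinned with compounds (4-point, 1:5 series) and held 24 hrs at 37 deg C. Luminescence was read 10 min after detection reagent.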
ELG1 genotoxic: genotoxicity induction in ELG1-luciferase HEK293T cells; Potency, µM (doses to about 46 µM), without a hit: at the highest dose activity change, positive = activation, most hits filed as activators; HEK293T ELG1-luciferase reporter, luminescence, 16 h; 1.3% of 330,000 active; AID 504466; also: potency is read from the fitted curve at half-maximal effect; % of control where 0% means no effect; nearly all actives have a fitted effect of over 60% in size
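After overnight (16 hr) compound treatment at 37 °C, ELG1-luciferase HEK293T cells were lysed with ONE-Glo; luminescence quantified 30 min later at room temperature.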
Rab9 promoter act: activates the Rab9 promoter; Huh7 Rab9 promoter-luciferase reporter, luminescence, 24 h; Potency, µM (doses to about 9.22 µM), without a hit: at the top dose activation, negative = inhibition, usual class: activators; 2.8% of 320,000 active; AID 485297; also: potency is read from the fitted curve at half-maximal effect; % of control where 0% means no effect; nearly all actives have a fitted effect of over 60% in size
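Huh7 cells stably carrying a Rab9 promoter-luciferase reporter, 1500 cells per well in OP-MEM I with 10% FBS, treated with compound 24 hours at 37C. Luciferase activity read by luminescence after 10 minutes with Amplite reagent.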
Tb PFK inh: inhibitors of T. brucei phosphofructokinase; Potency, µM (doses to about 57.5 µM), for inactives: top-dose activity, negative = inhibition, usual class: inhibitors; 0.17% of 330,000 active; T. brucei PFK, ADP-Glo luminescence;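 also: potency is read from the fitted curve at half-maximal effect; 0% = uninhibited 1x PFK enzyme wells and -100% = no-enzyme wells; nearly all actives have a fitted effect of over 60% in size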
Target sequence (O15648 whole entry, looked up): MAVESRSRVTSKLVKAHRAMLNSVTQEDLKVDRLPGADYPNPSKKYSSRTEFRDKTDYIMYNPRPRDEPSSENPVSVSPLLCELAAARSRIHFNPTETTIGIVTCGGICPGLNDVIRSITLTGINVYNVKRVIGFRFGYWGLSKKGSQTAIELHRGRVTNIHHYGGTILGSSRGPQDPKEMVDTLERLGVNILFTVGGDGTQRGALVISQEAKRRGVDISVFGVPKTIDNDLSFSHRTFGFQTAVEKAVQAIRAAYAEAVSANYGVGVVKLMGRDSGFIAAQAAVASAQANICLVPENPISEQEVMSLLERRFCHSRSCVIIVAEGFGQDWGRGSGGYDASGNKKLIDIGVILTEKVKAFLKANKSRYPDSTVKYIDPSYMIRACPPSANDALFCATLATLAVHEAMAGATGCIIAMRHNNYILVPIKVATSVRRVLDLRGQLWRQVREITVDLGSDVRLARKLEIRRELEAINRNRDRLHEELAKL
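Activity is normalized to no-enzyme wells (full inhibition) and 1.25 nM enzyme wells (no inhibition). Reaction: 0.5 mM F6P, 0.1 mM ATP, 45 min RT, ADP-Glo luminescence; concentration-response curves fitted and classed by quality.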
BRCA1 expr up: activators of BRCA1 expression. MCF7-BRCA1-FFLuc reporter, luminescence, 48 h; response scale: scaled: vehicle 0%, 10 µM genistein 100%. Potency, µM (series often up to 46.1 µM), for inactives: at the top dose activation, most hits filed as activators. 1.1% of 380,000 active. AID 624202; also: potency is read from the fitted curve at half-maximal effect; nearly all actives have a fitted effect of over 80% in size; some results filed as inactive show a strong effect at the top dose
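Using MCF7 cells harboring a BRCA1 firefly luciferase reporter, plated 2 h before compound pinning, the screen measured luminescence after 48 h incubation. Responses were normalized to DMSO and 10 microM genistein, then fitted for concentration-effect.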
ELG1 DNA repair: blocks ELG1-dependent DNA repair in HEK293T cells; HEK293T ELG1-luciferase reporter, luminescence, 16 h; DNA damage induced by 5-fluorouridine; Potency, µM (titrated, usually from 46.1 µM), without a hit: at the top dose activity change, negative = inhibition, hits mostly inhibitors; 2.3% of 330,000 active; AID 504467; also: potency is read from the fitted curve at half-maximal effect; % is scaled to controls: 0 for no effect and ±100 for the full control effect; nearly all actives have a fitted effect of over 55% in size
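Overnight (16 hr) co-exposure of 2,000 cells/well to 5-fluorouridine and compound at 37 °C preceded detection. Luciferase was quantified via ONE-Glo luminescence; loss of signal denotes inhibition.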
The depositor's hits bear a star; ? = inconclusive; / = not tested or not shown; [ ] = remark or other dose. Unless noted, calls follow the shape of the dose curve; as a rule, active = well fitted curve in the direction sought with a large enough effect; inconclusive = small, poorly fitted or top-dose-only effect, or another doubt; inactive = no such curve, though single readings can be large; an effect the other way counts as inactive or inconclusive.

SMILES | NPC1 promoter act | TRPV1 agonist | RORg inh | FLuc counter | Gal4-VP16 FLuc | p53 reactivation | ELG1 genotoxic | Rab9 promoter act | Tb PFK inh | BRCA1 expr up | ELG1 DNA repair
COc1cc(C(=O)NCCc2nc3ccccc3n2C)cc(OC)c1OC | -3% | -1 | -31% | -1% | -2% | -6% | 1% | 0% | 0% | -2% | ?
Cc1cc(NC(=S)N(CCN2CCOCC2)Cc2ccccc2F)ccc1Cl | -7% | 24 | 10µM* | 4% | ? | 2% | -1% | -4% | -5% | -39% | ?
Cc1ccc(S(=O)(=O)N2CCC(C(=O)OC(C)C(=O)NC3CCCCC3C)CC2)cc1 (centres undefined) | -1% | 1 | / | -1% | / | 2% | -2% | -3% | 4% | 0% | 8%
NC(=O)c1cc(Cc2ccccc2)sc1NC(=O)c1ccco1 | 3.5µM* | -1 | ? | 9.5µM* | ? | ? | ? | 4.5µM* | -9% | 7.9µM* | ?
COc1ccc(NC(=O)C(c2ccccc2)N(C)C(=O)c2cnccn2)cc1 (centres undefined) | 3% | -1 | 25% | 1% | 9% | 5% | 3% | 1% | 0% | 6% | 0%
Nc1ccccc1C(=O)NC12CC3CC(CC(C3)C1)C2 | -6% | 16 | 6% | -14% | 7% | 23% | 8% | 3% | 0% | 28% | 19%
CC(NC(=O)c1ccccc1Cl)C(=O)O (centres undefined) | -2% | 0 | -19% | -2% | -12% | 7% | 0% | 2% | 1% | 13% | -1%
Cc1c(OCc2ccc(C(=O)O)o2)ccc2c3c(c(=O)oc12)CCC3 | -1% | 0 | -12% | 19µM* | -1% | -6% | ? | 2% | 3% | 60% | ?
COc1cccc(NC(=O)C(Sc2nnnn2C)c2ccccc2)c1 (centres undefined) | -3% | 6 | -7% | -1% | -13% | -1% | -3% | -7% | -1% | -7% | ?
COc1cc2c(cc1OC)C(c1cccs1)N(C(=S)NC(C)C)CC2 (centres undefined) | 0% | 2 | -6% | 0% | -9% | -4% | 4% | 2% | 6% | -38% | -22%
CCCOc1ccc(/C=N/NC(=O)CN2CCCCC2)cc1 | -2% | 2 | -8% | 1% | -8% | / | 10% | -3% | 5% | -25% | 0%
OCCC1CN(Cc2cc3c(cc2Cl)OCO3)CCN1C1CCCCC1 (centres undefined) | 1% | 1 | -24% | -1% | 2% | -2% | -1% | 1% | 1% | 0% | 5%
CC(C)CNC(=O)c1cccc2c1-c1ccccc1C2=O | -6% | 6 | 8% | -1% | 1% | 1% | -1% | -3% | -1% | -23% | 2%
COC(=O)Cc1c(C)c2ccc(OC(=O)c3ccco3)cc2oc1=O | 0% | 13 | -14% | 17µM* | -1% | 6% | 4% | 1% | -1% | -19% | 5%
COCCCNCCOc1cc(C(C)C)ccc1C | 2% | -1 | -9% | 7% | -1% | 4% | -3% | 1% | -8% | -2% | 10%
CSC1=NCCN1C(=O)c1c(F)cccc1Cl | -2% | -1 | -23% | 8% | 1% | -2% | 5% | 5% | 2% | -27% | 4%
CCOc1ccc(OCCC(=O)OCC(=O)NC2CCCC2)cc1 | -3% | 6 | / | ? | / | 0% | 5% | -5% | 0% | -15% | ?
Cc1ccc(C)n1-n1c(C)nc2sc(-c3ccccc3)cc2c1=O | ? | 15 | -12%[0.365 µM] | 17µM* | / | ? | ? | ? | -3% | -14% | ?
CCN1CCC(NCCc2ccc(F)cc2)CC1 | 0% | -1 | / | 5% | / | / | -8% | -5% | 2% | -5% | -4%
COc1cc(OC)cc(C(=O)NCc2ccc3c(c2)OCO3)c1 | -6% | 1 | 28% | 5% | 2% | 12% | -1% | -8% | -1% | -8% | -6%
CN1C(=O)c2ccc(C(=O)NCc3ccco3)cc2C1=O | -1% | -4 | -29% | 1% | 0% | 11% | -1% | 6% | 1% | 1% | 5%
O=C(Nc1cccc(Cl)c1)Nc1cnccn1 | 5% | 0 | ? | -9% | 19% | -5% | -6% | -21% | 1% | 34% | 6%
Nc1nonc1-n1nnc(C(=O)N/N=C/c2ccc(O)cc2)c1COc1ccc(F)cc1 | -2% | ? | 2% | 2% | -4% | -3% | -7% | -1% | -4% | -10% | -15%
CC1(C)C(C=C(Cl)Cl)C1C(=O)Nc1ccc([N+](=O)[O-])cc1 (centres undefined) | -4% | 16 | -9%[10 µM] | -4% | ? | 3% | 17% | -10% | -2% | -91% | 26%
CC1=NN(Cc2ccccc2)C(=O)C1C(c1ccc(Cl)cc1)C(C#N)C#N (centres undefined) | -2% | -3 | 31% | -10% | -1% | 3% | ? | 3% | 1% | -26% | ?
(listing goes on)
SMILES | NPC1 promoter act | TRPV1 agonist | RORg inh | FLuc counter | Gal4-VP16 FLuc | p53 reactivation | ELG1 genotoxic | Rab9 promoter act | Tb PFK inh | BRCA1 expr up | ELG1 DNA repair
CC(C)CNC(=O)c1cc(=O)[nH]c2ccc(S(=O)(=O)Nc3ccc(F)cc3)cc12 | 2% | 0 | 9% | 0% | -3% | 8% | 3% | -4% | 10% | -20% | 2%
CCCN(Cc1ccccc1)C(=S)Nc1ccc(OC(F)F)cc1 | 7% | -2 | ? | -1% | ? | -7% | 1% | 2% | -9% | 0% | 16%
CC(C)n1cc(-c2ccc(Cl)cc2)cc(C#N)c1=O | 5% | 11 | -6% | -24% | 9% | 0% | 2% | 4% | 1% | 12% | 5%
O=C(Cn1c(CC(=O)N2CCCC2)nc2ccccc21)NCc1ccccc1 | -3% | 1 | 0% | 3%[2.3 µM] | -5% | -5% | 0% | -3% | -3% | 2% | -7%
COc1ccccc1N1CCN(c2cnccn2)CC1 | -2% | 0 | 13% | -9% | -19% | 1% | 6% | 0% | -1% | 24% | 5%
CCN1C(=O)C(CC(=O)Nc2ccccc2Cl)N(NC(=O)c2cccc(F)c2)C1=S (centres undefined) | -2% | 9 | 11µM* | -4% | ? | -4% | -4% | 1% | 8% | -19% | -9%
COc1ccc(-c2nnn(CC(=O)Nc3sc4c(c3C#N)CCCC4)n2)cc1 | -3% | 1 | -4% | -1% | -26% | 19% | 3% | -2% | -3% | 5% | 1%
CCN1CCN(c2ccc(NC(=O)c3ccc4c(c3)OCCO4)cc2C)CC1 | 2.8µM* | 11 | / | 6.7µM* | / | ? | ? | 1.6µM* | -7% | 11% | ?
O=C(CSc1nnc(-c2ccccc2)o1)NC1CCCC1 | -1% | 4 | / | -4% | / | 9% | 25% | 0% | 1% | 26% | 23%
CNC(=O)c1[nH]cnc1C(=O)N[C@@H](Cc1ccccc1)C(=O)OCc1ccccc1 | 5% | ? | 18µM* | -14% | ? | 1% | ? | 14% | 13% | -53% | ?
CC(C)CC1(C)NC(=O)N(CC(=O)Nc2ccccc2Br)C1=O (centres undefined) | / | / | / | / | / | 0% | 4% | / | -4% | -9% | 12%
COc1ccc(C2/C(=C(/O)c3ccc4c(c3)CC(C)O4)C(=O)C(=O)N2CCCn2ccnc2)cc1 (centres undefined) | -11% | 1 | -9% | -1% | 3% | -2% | 0% | -7% | -8% | -5% | 18%
Cc1[nH]nc2c1C(c1ccc(Cl)cc1)C(C#N)=C(N)O2 (centres undefined) | -11% | -2 | -13% | 4% | -1% | 1% | 3% | 0% | -5% | -6% | 15%
CC1=C(C(=O)OC(C)C)C(c2cccs2)N2C(=O)CCSC2=N1 (centres undefined) | -1% | 12 | -11% | 10% | -1% | 1% | -9% | 1% | -10% | -36% | 9%
COC(=O)NC1c2ccccc2Oc2ccccc21 | -5% | -5 | 0% | 2% | 6% | 0% | -6% | -3% | -4% | -7% | 11%
Cc1nc(Cl)c(C#N)c2c1CCCC2 | -1% | -1 | 12% | 0% | 11% | -8% | -8% | -4% | -3% | 20% | -11%
Cn1c(=O)[nH]c(=O)c2c1nc(N1CCCCCC1)n2CC(=O)c1ccccc1 | -3% | 1 | 2% | 1% | -15% | -3% | 2% | 13% | -3% | / | 13%
Cc1ccc(S(=O)(=O)NCC(=O)N(CC(=O)NCC2CCCO2)c2ccc(Cl)cc2)cc1 (centres undefined) | -27% | -1 | 27% | 0% | 11% | -4% | -5% | -1% | -2% | -4% | -2%
Cc1c2cnn(CC(=O)N3CCN(c4ncccn4)CC3)c(=O)c2c(C)n1Cc1ccc(F)cc1 | 1% | 1 | 22% | 4% | 1% | 16% | 1% | -2% | -9% | / | -12%
Cc1nc2ccccc2n1-c1ccccc1 | 4% | 8 | 0% | -2% | -12% | -1% | 0% | 2% | 0% | 0% | -13%
COc1ccc(/C=N/NC(=O)c2cc(-c3cccnc3)nc3ccccc23)c(OC)c1 | 1% | 5 | ? | -14% | 1% | -1% | 0% | -6% | -10% | -18% | 4%
CCc1cccc(C)c1NS(=O)(=O)Cc1ccccc1 | -1% | -2 | -25% | -2% | -3% | / | 1% | -6% | -1% | -10% | 19%
